TNAP activators: human TNAP enzyme activators, primary screen, biochemical, luminescent, no phosphate acceptor, uHTS (AID 1001); one-dose activation fold at 20 µM; EC50 in µM for titrated hits; 200,000 tested, 0.03% active; purified TNAP, luminescent activation assay, no phosphate acceptor; higher activation fold means a stronger effect; in the data active = activation fold from about 3, or a potency from the dose series; inactive = the rest, 99 in 100 with activation fold below about 1.6; also: many of its hits are not listed in these tables
Rac1 GTP hydrolysis: MgcRacGAP GTPase-activating activity inhibitors, confirmation, biochemical, ADP Hunter fluorescence | MgcRacGAP-stimulated Rac1 GTP hydrolysis, ADP Hunter fluorescence; higher % means a stronger effect; GST-tagged Rac1 F28L mutant substrate | inhibition, % at 30 µM, or IC50 in µM where a hit was titrated | 340,000 tested, 0.6% active;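 active = first-screen hits whose inhibition reached a set limit at any dose in the follow-up dose series; inconclusive = inhibition above the set first-screen limit but never retested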;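 also: fluorescence reports GDP produced by GAP-driven GTP hydrolysis; strong numbers were not always called active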
RSV antiviral HEp-2: RSV antiviral activity via CPE protection, HEp-2 cells, primary 10 µM value included (AID 2391); CPE inhibition, % at 10 µM; hits with a dose series show IC50 in µM; 310,000 tested, 0.13% active; HEp-2 cells, RSV-induced CPE inhibition; higher % means a stronger effect; in the data active = a potency from the dose series; inconclusive = CPE inhibition mostly from about 23% at the one dose, without a potency; inactive = the rest, 99 in 100 with CPE inhibition below about 21%; also: strong numbers were not always called active
Large T inhibition: TAg ATPase/helicase activity blockers – biochemical (AID 1903). 310,000 tested, 0.39% active. inhibition, % at 20 µM; hits with a dose series show IC50 in µM. SV40 large T antigen ATPase/helicase inhibition assay; higher % means a stronger effect; in the data active = a potency from the dose series; inconclusive = inhibition mostly from about 32% at the one dose, without a potency; inactive = the rest, 99 in 100 with inhibition below about 32%; also: strong numbers were not always called active
Myeloid diff 2: compounds promoting myeloid differentiation; ER-HoxA9 myeloid progenitors, lysozyme-GFP differentiation, flow cytometry; calls only at 10 µM; 360,000 tested, 1% active;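 active = normalized GFP-positive differentiation at or above the plate's own cutoff, the solvent-only control mean plus 3 SD; inconclusive = no clear call, values can overlap the other calls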;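 also: cells exposed to compound for four days before flow analysis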
UTI89 phage lysis: inhibition of K1F phage lysis, E. coli UTI89, bacterial capsule biogenesis inhibitors, alamar blue (AID 488966); E. coli UTI89 K1F phage lysis, alamar blue, 2 h; higher % means a stronger effect; inhibition, % at 100 µM; hits with a dose series show IC50 in µM; 340,000 tested, 0.02% active;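 active = phage lysis inhibition, versus mean bacterial control, above a set limit; inconclusive = no clear call, values can overlap the other calls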;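 also: capsule biogenesis inhibitors block K1F phage lysis so surviving cells raise fluorescence; higher fluorescence means more inhibition of phage lysis; actives were called in the ten point dose series up to 300 µM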
T cell modulator: T cell immune modulators affecting CD8 T cell-vesicle binding. 2C CD8+ T cell-vesicle binding, flow cytometry; hits give low values. calls only at 7 µM. 330,000 tested, 0.068% active;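 active = response, share of CD8 T cells binding vesicles, and their 90th percentile fluorescence all below set limits, cut at about 80% in these data, passing the limit was not always enough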
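Material: murine 2C transgenic CD8+ T lymphocytes / Also added: QL9-peptide-loaded Drosophila micro-vesicles bearing Ld, ICAM-1 and B7-1 / Schedule: binding step 1.5 h, 37 °C, antibody labelling 20 min, ice / Signal: flow cytometry, PE anti-B7-1 (FL2) versus Alexa647 anti-CD8 (FL8), PFA-fixed / Evaluation: percent CD8+ FL2 mean versus row control / Benchmarks: naked versus QL9-loaded vesicles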
Salmonella PhoP GFP: PhoP-dependent GFP reporter repression – Salmonella Typhimurium, primary screen (AID 1863). 300,000 tested, 0.16% active. S. Typhimurium PhoP-regulated promoter GFP reporter, 4 h; higher % means a stronger effect. one-dose inhibition, % at 50 µM; IC50 in µM for titrated hits;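 active = inhibition over 29.93%, a cutoff 3 SD above the screen mean, later confirmed by dose response; inconclusive = inhibition over 29.93% but no dose response follow-up; inactive = inhibition at most 29.93% or unconfirmed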;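 also: 0% = low Mg2+ inducing control and 100% = high Mg2+ repressing control; strong numbers were not always called active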
NTR1 agonist: agonists of NTR1, primary screen, imaging, U2OS cells, beta-arrestin-GFP, high content (AID 493036); P30989; NTR1-U2OS beta-arrestin-GFP spot imaging, agonist mode; activation, % at 20 µM; 330,000 tested, 0.17% active;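 active = activation at or above 40% of the spot to cytoplasm intensity ratio, with at least 20 cells analyzed; inconclusive = wells under 20 cells, flagged as cytotoxic or low count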;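 also: 0% = DMSO without peptide and 100% = 100 nM NTR1 peptide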
Target sequence (P30989 whole entry, looked up): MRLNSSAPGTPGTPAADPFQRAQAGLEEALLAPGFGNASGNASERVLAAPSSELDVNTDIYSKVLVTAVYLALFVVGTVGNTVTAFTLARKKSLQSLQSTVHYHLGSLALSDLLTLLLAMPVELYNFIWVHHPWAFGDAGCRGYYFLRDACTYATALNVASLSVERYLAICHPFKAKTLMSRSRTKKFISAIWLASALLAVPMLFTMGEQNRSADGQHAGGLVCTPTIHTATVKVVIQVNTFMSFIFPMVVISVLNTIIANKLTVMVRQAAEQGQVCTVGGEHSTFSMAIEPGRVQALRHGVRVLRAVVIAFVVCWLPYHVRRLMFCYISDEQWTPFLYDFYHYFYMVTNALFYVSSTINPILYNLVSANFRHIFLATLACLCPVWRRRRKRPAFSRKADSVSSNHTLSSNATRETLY
T cell modulator vesicle-bound %: also measured in T cell modulator; calls as there; double positive events, %; measured here: CD8+ vesicle-bound cell fraction;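 binding gate set so that unloaded-vesicle control wells show 10% double positive cells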
NTR1 agonist cell count 20 µM: second read-out of NTR1 agonist, no call of its own (marks repeat the call); cell count; measured here: cell count, cytotoxicity flag
Myeloid diff 2 GFP+ MAC1+ %: also measured in Myeloid diff 2; calls as there; GFP+ MAC1+ double positive, %; measured here: differentiation confirmed by MAC1 staining
Active calls of the source: *; [ ] = another dose, or the depositor's remark.

Cc1nn(CC(=O)NCCCN2CCCCC2)c(=O)c2cccn12 was read as Rac1 GTP hydrolysis -9.2%, RSV antiviral HEp-2 -1.6%, Large T inhibition 4.7%, Myeloid diff 2 inconclusive, UTI89 phage lysis 0.0%, T cell modulator inactive, Salmonella PhoP GFP -0.6%, NTR1 agonist -0.1, T cell modulator vesicle-bound % 14.4 and NTR1 agonist cell count 20 µM 66.
For O=C(O)Cc1cn(-c2ccccc2)nc1-c1ccccc1 the results were TNAP activators 1, Rac1 GTP hydrolysis 4.5%, RSV antiviral HEp-2 1.2%, Large T inhibition 13.0%, Myeloid diff 2 inactive, UTI89 phage lysis 0.6%, T cell modulator inactive, Salmonella PhoP GFP -1.1%, NTR1 agonist 1.1, T cell modulator vesicle-bound % 18.5, NTR1 agonist cell count 20 µM 69 and Myeloid diff 2 GFP+ MAC1+ % 0.2.
CCn1c(CC(=O)Nc2ccc(C)cc2)nnc1SCC(=O)N1CCOCC1 was read as Rac1 GTP hydrolysis 8.5%, RSV antiviral HEp-2 0.6%, Large T inhibition 10.7%, Myeloid diff 2 inactive, UTI89 phage lysis 0.7%[50 µM], T cell modulator inactive, Salmonella PhoP GFP 0.1%, NTR1 agonist 1.7, T cell modulator vesicle-bound % 7.5, NTR1 agonist cell count 20 µM 58 and Myeloid diff 2 GFP+ MAC1+ % 0.6.
COc1ccc(-c2c(-c3cccc(C)c3)oc3ccc(-c4ccc5c(c4)OCO5)cc23)cn1 was read as Rac1 GTP hydrolysis 6.3%, RSV antiviral HEp-2 1.3%, Large T inhibition 10.5%, Myeloid diff 2 inactive, UTI89 phage lysis 0.1%, T cell modulator inactive, Salmonella PhoP GFP 10.3%, NTR1 agonist 1.2, T cell modulator vesicle-bound % 12.7, NTR1 agonist cell count 20 µM 52 and Myeloid diff 2 GFP+ MAC1+ % 2.5.
Screening Cc1cc(NC(=O)CCC(=O)N(CC(=O)NC2CCCC2)Cc2ccc3c(c2)OCO3)no1 returned TNAP activators 1, Rac1 GTP hydrolysis 11.4%, RSV antiviral HEp-2 -1.5%, Large T inhibition 4.1%, Myeloid diff 2 inactive, UTI89 phage lysis -0.6%, T cell modulator inactive, Salmonella PhoP GFP 5.3%, NTR1 agonist 1.6, T cell modulator vesicle-bound % 67.3, NTR1 agonist cell count 20 µM 45 and Myeloid diff 2 GFP+ MAC1+ % 0.3.
`NC(=O)CSCc1cccc(Br)c1` gave TNAP activators 1.1, Rac1 GTP hydrolysis 4.4%, RSV antiviral HEp-2 4.7%, Large T inhibition 2.0%, Myeloid diff 2 inactive, UTI89 phage lysis 0.3%, T cell modulator inactive, Salmonella PhoP GFP -4.7%, NTR1 agonist 2.6, T cell modulator vesicle-bound % 38.3, NTR1 agonist cell count 20 µM 91 and Myeloid diff 2 GFP+ MAC1+ % 0.6.
CNC(=O)C(=O)NCC1OCCN1S(=O)(=O)c1ccc(C)cc1 (centres undefined) was read as Rac1 GTP hydrolysis 9.3%, RSV antiviral HEp-2 1.1%, Large T inhibition 9.6%, Myeloid diff 2 inactive, UTI89 phage lysis 0.2%, T cell modulator inactive, Salmonella PhoP GFP -4.4%, NTR1 agonist -0.3, T cell modulator vesicle-bound % 27.7, NTR1 agonist cell count 20 µM 68 and Myeloid diff 2 GFP+ MAC1+ % 0.9.
`CCn1nnc(-c2ccccc2NC(=O)c2ccc(-n3cnnn3)cc2)n1` gave TNAP activators 1, Rac1 GTP hydrolysis 2.1%, RSV antiviral HEp-2 -1.0%, Large T inhibition 23.9%, Myeloid diff 2 inactive, UTI89 phage lysis 4.2%, T cell modulator inactive, Salmonella PhoP GFP 34.5%, NTR1 agonist -0.5, T cell modulator vesicle-bound % 4.1, NTR1 agonist cell count 20 µM 59 and Myeloid diff 2 GFP+ MAC1+ % 4.5.
Screening OC(C#CCN1CCCC1)(c1ccccc1)c1cccc(F)c1 (centres undefined) returned TNAP activators 1.1, Rac1 GTP hydrolysis 4.6%, RSV antiviral HEp-2 1.6%, Large T inhibition 4.2%, Myeloid diff 2 inactive, UTI89 phage lysis 4.5%, T cell modulator inactive, Salmonella PhoP GFP 10.9%, NTR1 agonist -0.1, T cell modulator vesicle-bound % 44.6, NTR1 agonist cell count 20 µM 53 and Myeloid diff 2 GFP+ MAC1+ % 0.6.
`c1ccc(Nc2ncnc3sccc23)cc1` gave Rac1 GTP hydrolysis 11.8%, RSV antiviral HEp-2 2.8%, Large T inhibition -3.3%, Myeloid diff 2 inactive, UTI89 phage lysis 0.1%, T cell modulator inactive, Salmonella PhoP GFP 17.2%, NTR1 agonist 0.9, T cell modulator vesicle-bound % 9.2, NTR1 agonist cell count 20 µM 50 and Myeloid diff 2 GFP+ MAC1+ % 4.1.
`O=C(Cn1c(=O)oc2cc(S(=O)(=O)N3CCCCC3)ccc21)N1CCCCC1` gave Rac1 GTP hydrolysis 5.0%, RSV antiviral HEp-2 3.0%, Large T inhibition 11.1%, Myeloid diff 2 inactive, UTI89 phage lysis 0.2%, T cell modulator inactive, Salmonella PhoP GFP -5.1%, NTR1 agonist 0.6, T cell modulator vesicle-bound % 37.4, NTR1 agonist cell count 20 µM 62 and Myeloid diff 2 GFP+ MAC1+ % 1.8.
For CCC(=O)Nc1cc(-c2nn3c(C)nnc3s2)ccc1C the results were TNAP activators 1.1, Rac1 GTP hydrolysis 6.6%, RSV antiviral HEp-2 0.1%, Large T inhibition 10.4%, Myeloid diff 2 inactive, UTI89 phage lysis 3.5%, T cell modulator inactive, Salmonella PhoP GFP 3.5%, NTR1 agonist -0.4, T cell modulator vesicle-bound % 50.9, NTR1 agonist cell count 20 µM 96 and Myeloid diff 2 GFP+ MAC1+ % 0.5.
For CCc1ccccc1NC(=S)N(Cc1ccc(C(=O)O)cc1)Cc1ccc(OC)c(OC)c1 the results were TNAP activators 1, Rac1 GTP hydrolysis 2.6%, RSV antiviral HEp-2 1.5%, Large T inhibition 4.4%, Myeloid diff 2 inactive, UTI89 phage lysis -0.4%, T cell modulator inactive, Salmonella PhoP GFP 7.4%, NTR1 agonist 1.4, T cell modulator vesicle-bound % 19.3, NTR1 agonist cell count 20 µM 47 and Myeloid diff 2 GFP+ MAC1+ % 0.3.
`O=C(N/N=C/c1ccc(OCC(=O)N2CCOCC2)cc1)c1ccccc1Cl` gave TNAP activators 1.1, Rac1 GTP hydrolysis -0.8%, RSV antiviral HEp-2 -0.8%, Large T inhibition 7.8%, Myeloid diff 2 inactive, UTI89 phage lysis -0.7%, T cell modulator inactive, Salmonella PhoP GFP -1.7%, NTR1 agonist -0.6, T cell modulator vesicle-bound % 35.9, NTR1 agonist cell count 20 µM 40 and Myeloid diff 2 GFP+ MAC1+ % 0.2.
For CCOc1ccc(NC(=O)CSc2ccccc2N)cc1 the results were TNAP activators 1, Rac1 GTP hydrolysis -12.0%, RSV antiviral HEp-2 13.1%, Large T inhibition 1.1%, Myeloid diff 2 inactive, UTI89 phage lysis -2.2%, T cell modulator inactive, Salmonella PhoP GFP 0.4%, NTR1 agonist -0.5, T cell modulator vesicle-bound % 16.2, NTR1 agonist cell count 20 µM 43 and Myeloid diff 2 GFP+ MAC1+ % 0.1.
`NC(=O)c1snnc1-c1ccccc1` gave Rac1 GTP hydrolysis 9.8%, RSV antiviral HEp-2 0.5%, Large T inhibition 2.8%, Myeloid diff 2 inactive, UTI89 phage lysis 1.4%, T cell modulator inactive, Salmonella PhoP GFP -7.8%, NTR1 agonist -1.3, T cell modulator vesicle-bound % 30.2, NTR1 agonist cell count 20 µM 37 and Myeloid diff 2 GFP+ MAC1+ % 0.5.
Cc1nc2ccc(NC(=O)N(C(C)C)C(C)C)cc2s1 was read as TNAP activators 1, Rac1 GTP hydrolysis 1.9%, RSV antiviral HEp-2 3.1%, Large T inhibition 4.5%, Myeloid diff 2 inactive, UTI89 phage lysis -0.2%, T cell modulator inactive, Salmonella PhoP GFP 3.4%, NTR1 agonist -0.9, T cell modulator vesicle-bound % 33.8, NTR1 agonist cell count 20 µM 51 and Myeloid diff 2 GFP+ MAC1+ % 0.5.
`CCOCCCNC(=O)C1(O)c2cc(Br)ccc2NC(=O)N1c1ccc(C)c(C)c1` (centres undefined) gave Rac1 GTP hydrolysis 3.9%, RSV antiviral HEp-2 -0.8%, Large T inhibition 0.5%, Myeloid diff 2 inactive, UTI89 phage lysis -0.1%, T cell modulator inactive, Salmonella PhoP GFP 7.1%, NTR1 agonist -0.9, T cell modulator vesicle-bound % 17.6, NTR1 agonist cell count 20 µM 91 and Myeloid diff 2 GFP+ MAC1+ % 0.8.
For Cc1nn(-c2ccccc2)c(C)c1C(=O)NCCc1ccccc1 the results were Rac1 GTP hydrolysis 5.1%, RSV antiviral HEp-2 0.7%, Large T inhibition 2.3%, Myeloid diff 2 inactive, UTI89 phage lysis 0.4%, T cell modulator inactive, Salmonella PhoP GFP 2.4%, NTR1 agonist 0.4, T cell modulator vesicle-bound % 16.4, NTR1 agonist cell count 20 µM 52 and Myeloid diff 2 GFP+ MAC1+ % 2.6.
CCOc1ccc(N2C(=O)CC(Sc3nc(C)cc(C)n3)C2=O)cc1 (centres undefined) was read as TNAP activators 1.1, Rac1 GTP hydrolysis 0.1%, RSV antiviral HEp-2 0.9%, Large T inhibition 0.4%, Myeloid diff 2 inactive, UTI89 phage lysis 2.1%, T cell modulator inactive, Salmonella PhoP GFP -0.5%, NTR1 agonist 0.8, T cell modulator vesicle-bound % 32.8, NTR1 agonist cell count 20 µM 44 and Myeloid diff 2 GFP+ MAC1+ % 2.6.
`CNC(=S)Nc1ccc(N2CCN(c3ccc(C(F)(F)F)cn3)CC2)nc1` gave Large T inhibition 3.1%, Myeloid diff 2 inactive, T cell modulator inactive, Salmonella PhoP GFP -6.7%, NTR1 agonist 4.4, T cell modulator vesicle-bound % 14.9, NTR1 agonist cell count 20 µM 48 and Myeloid diff 2 GFP+ MAC1+ % 0.7.
NC(=O)C1CN(S(=O)(=O)c2ccc(Cl)cc2F)c2ccccc2O1 (centres undefined) was read as Rac1 GTP hydrolysis 2.8%, RSV antiviral HEp-2 2.1%, Large T inhibition -9.1%, Myeloid diff 2 inactive, UTI89 phage lysis 0.1%, T cell modulator inactive, Salmonella PhoP GFP 6.2%, NTR1 agonist 1.0, T cell modulator vesicle-bound % 36.3, NTR1 agonist cell count 20 µM 60 and Myeloid diff 2 GFP+ MAC1+ % 0.7.
